GLP1R cytotox: cytotoxic in the GLP-1 receptor inverse agonist counter-screen | actives 0.13% (n = 410,000) | Potency, µM (series often up to 38.3 µM), for inactives: top-dose activity change, negative = inhibition, actives largely listed as inhibitors | HEK293 cAMP-luciferase reporter cells, luminescence, 24 h;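 further: loss of luciferase light is scored as toxicity; on the % scale 0 is the no-effect control and ±100 the full control effect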
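Seeding density was 200 cells/uL; after overnight-length (12 h) culture, 23 nL compounds went on for 24 h at 37 °C. Readout used a luciferase detection reagent, luminescence taken after 12 min at room temperature.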
PTHR1 agonist: activates the human parathyroid hormone receptor PTHR1. Q03431. HEK293 GP2 PTHR1 cells, GloSensor cAMP luminescence, 1 h. Potency, µM (top dose mostly 115 µM), without a hit: top-dose activation, hits mostly activators. actives 0.075% (n = 410,000). AID 743266; further: nearly all actives have a fitted effect of over 55% in size; some results filed as inactive show a strong effect at the top dose; inactives centre near -15; many of its hits are not listed in these tables
Target sequence (Q03431 whole entry, looked up): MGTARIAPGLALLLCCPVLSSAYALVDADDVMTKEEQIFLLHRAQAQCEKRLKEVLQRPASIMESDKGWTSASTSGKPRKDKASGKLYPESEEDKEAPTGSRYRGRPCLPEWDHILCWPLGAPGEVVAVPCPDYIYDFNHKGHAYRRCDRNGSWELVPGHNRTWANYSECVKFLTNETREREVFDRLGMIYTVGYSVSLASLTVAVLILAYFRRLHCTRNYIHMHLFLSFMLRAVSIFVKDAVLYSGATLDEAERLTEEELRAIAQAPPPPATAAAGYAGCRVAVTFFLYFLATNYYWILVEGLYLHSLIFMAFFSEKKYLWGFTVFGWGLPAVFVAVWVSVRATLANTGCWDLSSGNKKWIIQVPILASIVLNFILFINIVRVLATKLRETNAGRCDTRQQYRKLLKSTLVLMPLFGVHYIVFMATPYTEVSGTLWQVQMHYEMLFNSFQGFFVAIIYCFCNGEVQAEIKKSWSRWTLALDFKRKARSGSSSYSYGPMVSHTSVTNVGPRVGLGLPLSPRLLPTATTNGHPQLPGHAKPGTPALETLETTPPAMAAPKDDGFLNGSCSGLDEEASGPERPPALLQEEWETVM
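HEK-293-derived GP2 cells expressing PTHR1 and a GloSensor cAMP reporter, 3,000/well, plated overnight, given luciferin plus IBMX (each 0.5 mM as added) for 1 h at 37 °C, then compound for 1 h at 37 °C. Luminescence was read after 15 min at room temperature.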
GLP1R inv ag: inverse agonists of human GLP-1 receptor; HEK293 GLP-1R CRE-luciferase, luminescence, 24 h; GLP-1R form is constitutively active; Potency, µM (series often up to 38.3 µM), for inactives: top-dose activity change, negative = inhibition, actives largely listed as inhibitors; P43220; actives 1.6% (n = 410,000); further: on the % scale 0 is the no-effect control and ±100 the full control effect; nearly all actives have a fitted effect of over 55% in size
Target sequence (P43220 whole entry, looked up): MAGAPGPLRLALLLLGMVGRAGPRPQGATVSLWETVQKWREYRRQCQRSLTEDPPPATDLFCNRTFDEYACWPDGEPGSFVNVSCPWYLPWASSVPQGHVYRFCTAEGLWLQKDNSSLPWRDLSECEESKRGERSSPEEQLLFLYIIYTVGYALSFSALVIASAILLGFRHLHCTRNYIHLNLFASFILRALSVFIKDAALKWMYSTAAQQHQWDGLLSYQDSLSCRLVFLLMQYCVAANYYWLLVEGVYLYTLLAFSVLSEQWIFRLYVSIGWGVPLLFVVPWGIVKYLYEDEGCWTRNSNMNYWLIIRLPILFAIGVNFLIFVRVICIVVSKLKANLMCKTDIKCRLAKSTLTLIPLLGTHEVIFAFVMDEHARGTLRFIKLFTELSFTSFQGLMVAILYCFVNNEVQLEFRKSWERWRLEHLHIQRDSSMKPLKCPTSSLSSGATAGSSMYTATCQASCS
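Constitutively active GLP-1R drives a cAMP-responsive luciferase in stably transfected HEK293 cells; test compounds are added after overnight (12 h) attachment and left 24 hr, and signal loss in luminescence marks inhibition.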
Numbers without * were called inactive; i = inactive; ? = inconclusive; nt = not tested or not shown; [ ] = dose if it differs, or a comment. The call rests on the fitted dose curve; in most records, active means well fitted curve in the direction sought with a large enough effect; inconclusive means small, poorly fitted or top-dose-only effect, or another doubt; inactive means no such curve, though single readings can be large; an effect the other way counts as inactive or inconclusive. Potency means the concentration at half of the fitted maximal effect.

Order of values – GLP1R cytotox, PTHR1 agonist, GLP1R inv ag
CCOc1ccc(Cn2c(CNS(=O)(=O)c3c(C)cc(C)cc3C)nc3cccnc32)cc1
 : 10%, -1%, -18%
Cc1ccccc1OCC(O)Cn1c(=N)n(CCN2CCCCC2)c2ccccc21 (centres undefined)
 : ?, i, 10%
CCc1ccc(CNCc2c(C(=O)O)n(Cc3cccc(F)c3)c3cc(OC)ccc23)cc1
 : ?, -2%, ?
COc1ccc(NC(=O)N2CCN(S(=O)(=O)c3ccc4c(ccn4C)c3)CC2)cc1OC
 : 0%, -25%, 19%
COc1ccc(-c2nc3scc(CCNS(=O)(=O)c4ccc(F)c(C(F)(F)F)c4)n3n2)cc1OC
 : -3%, -4%, -15%
Cc1cc(C)c(NC(=O)CCN2CCCCC2)c(C)c1
 : 0%, i, 1%
O=C(NC1CC(=O)N(c2ccccc2)C1)c1ccc(S(=O)(=O)N2CCCC2)cc1 (centres undefined)
 : -9%, i, 9%
CCCS(=O)(=O)N1CC(=O)N(c2ccc(C)cc2C)C(C)(C(=O)NC2CCCCCC2)C1 (centres undefined)
 : 13%, i, 8%
CCOc1ccc(C(=O)NCc2nc3cccnc3n2Cc2cccc(OC)c2)cc1
 : -13%, i, -9%
CN(C(=O)NCc1noc2ccccc12)c1cccc(Cl)c1
 : 4%, i, -10%
Cc1ccc(-c2noc(CSc3nnc(C)n3-c3ccc(F)cc3)n2)cc1
 : 0%, i, 7%
CCN(CC)C(=O)Cn1c(=O)nc(-c2ccccc2F)c2cc(Cl)ccc21
 : 0%, i, 7%
Cc1ccccc1NC(=O)CSc1nc2c(oc3ccccc32)c(=O)n1Cc1ccco1
 : 1%, 2%, 6%
Cc1cc(=O)n2c(C(=O)Nc3ccc(Br)cc3)c(C(=O)Nc3ccccc3)sc2n1
 : -7%, -21%, -5%
Cc1ccccc1NC(=O)N1CCc2c(sc3c2CCCC3)C1c1ccccc1 (centres undefined)
 : 13%, -19%, 10µM*
Cc1cccc(N2CCN(C(=O)c3ccc(NC(=O)c4nsc5ccccc45)cc3)CC2C)c1 (centres undefined)
 : -5%, -5%, ?
Cc1ccc(C)c(NS(=O)(=O)c2ccc3c(c2)CCCN3C(=O)C2CCC2)c1
 : -14%, -29%, ?
Cc1ccc2c(c1)NC(=O)C(CC(=O)Nc1ccccc1Cl)O2 (centres undefined)
 : -5%, i, 2%
CCOc1ccc(-c2nc3c(C#N)c[nH]n3c2NC2CCCCC2)cc1
 : 1%, i, 0%
COc1cc(-c2nc3n(n2)C(c2ccc(F)cc2)C(C(N)=O)=C(C)N3)cc(OC)c1OC (centres undefined)
 : 2%, -15%, 15%

Continuation.
Order of values – GLP1R cytotox, PTHR1 agonist, GLP1R inv ag
CCOC(=O)C1CCC(CN(Cc2c(Cl)cccc2Cl)S(=O)(=O)c2ccc(Cl)cc2)CC1 (centres undefined)
 : 2%, -11%, -16%
CCCc1nnc(N2C(=O)c3oc4ccc(F)cc4c(=O)c3C2c2ccc(C(=O)OC)cc2)s1 (centres undefined)
 : -7%, ?, 10%
O=C(Nc1nnc2n1CCS2)c1ccc(F)cc1F
 : 6%, i, 1%
CCOc1ccc(CNC(=O)Cn2cc3c(n2)-c2c(oc(C(=O)N4CCCC4)c2C)CC3)cc1
 : -1%, -21%, 2%
COc1cccc(CNC(=O)c2cccc(-n3c(C)nc4cccnc43)c2C)c1
 : 0%, -11%, 0%
Cc1nn(C)c(C)c1CCNC(=O)Nc1ccccc1C(F)(F)F
 : 1%, ?, 1%
Cc1cccc(C)c1NC(=O)CN1C(=O)c2cccc3cccc1c23
 : -13%, i, 10%
Cc1ccc(NC(=O)CSc2ncnc3c2sc2ccccc23)cc1C
 : 25%, ?, 21%
O=C(NCc1ccccc1)C1CCN(S(=O)(=O)Cc2ccccc2)CC1
 : 0%, i, -11%
CCc1ccc(Cn2nnc3c(=O)[nH]c(C4CCCN(C(=O)c5cccc(Cl)c5)C4)nc32)cc1 (centres undefined)
 : -13%, i, -20%
Cc1nc(SCC(=O)Nc2ccccc2Cl)cc(-c2ccccc2)n1
 : 4%, i, 5%
CCc1ccc(NC(=O)c2ccc3c(c2)N(Cc2ccc(C)cc2)CCS3)cc1
 : 2%, -20%, -3%
COc1ccccc1C(=O)Nc1c(C(=O)N(C)c2ccccc2)sc2nc(C)cc(C)c12
 : 0%, i, 12%
COc1ccc(-c2nnc(SCC(=O)N3CCC(C)CC3)o2)cc1
 : -3%, -36%, -23%
Cc1ccn2c(Nc3ccc4c(c3)OCCO4)c(-c3cccs3)nc2c1
 : -1%, -5%, ?
Cc1c2cnn(CC(=O)N3CCN(c4ccc(F)cc4)CC3)c(=O)c2c(C)n1Cc1ccc(F)cc1
 : -7%, -91%[inhibitor], 11%
COC(=O)c1ccc(NC(=O)C2(S(=O)(=O)c3ccc(C)cc3)CC2)cc1
 : 2%, -30%[inhibitor], 5%
Cc1ccccc1C(=O)Nc1ccc(OCc2cc(=O)n3cccc(C)c3n2)cc1
 : 4%, -24%, -5%
O=C(NCc1ccccc1Cl)C1=Cc2cc(Br)ccc2OC1
 : -5%, -22%, ?
O=C(COc1ccc(Cl)cc1)Nc1ccc2nc(SCC(=O)N3CCCC3)sc2c1
 : 0%, -14%, -20%

3 entries out of the list above, sorted by the value under PTHR1 agonist, highest first.
SMILES	PTHR1 agonist
COc1cccc(CNC(=O)c2cccc(-n3c(C)nc4cccnc43)c2C)c1	-11%
CCOc1ccc(CNC(=O)Cn2cc3c(n2)-c2c(oc(C(=O)N4CCCC4)c2C)CC3)cc1	-21%
O=C(NCc1ccccc1Cl)C1=Cc2cc(Br)ccc2OC1	-22%

Next section:
Order of values – GLP1R cytotox, PTHR1 agonist, GLP1R inv ag
CC1=C(C(=O)Nc2ccc(C)cc2C)C(c2ccc(O)cc2)n2nc(SCC(=O)c3ccc(C)cc3)nc2N1 (centres undefined)
 : 8%, -17%, 10%
COc1ccc(C2C=C(c3ccccc3)Nc3nc(NS(=O)(=O)c4ccccc4)nn32)cc1 (centres undefined)
 : nt, -36%[inhibitor], 13%
CCCOc1ccc(NC(=O)CC2C(=O)N(c3cccc(OC)c3)C(=O)N2Cc2cccs2)cc1 (centres undefined)
 : -5%, i, ?
CCOC(=O)c1cc2c(=O)n3ccccc3nc2n(Cc2ccco2)c1=NC(=O)c1ccc(Br)cc1
 : 221%[activator], i, 17%
CCc1ccc(CN2CCc3nc(Nc4ccc5c(c4)OCCO5)ncc3C2)cc1
 : 0%, -87%[inhibitor], ?
CCc1ccccc1NC(=O)C(NS(=O)(=O)c1ccc2c(c1)CCC(=O)N2)c1ccccc1 (centres undefined)
 : 0%, -15%, 13%
Cc1cccc(C)c1NC(=O)CSCc1cnn(-c2ccccc2)c1-n1cccc1
 : 3%, -78%[inhibitor], ?
Cn1c(=O)c(=O)n(C)c2cc(C(=O)NCc3ccccc3Cl)ccc21
 : -3%, -17%, 10%
CCOc1ccc(-c2cc(C)n3nc(C(=O)Nc4ccc(C)c(C)c4)cc3n2)cc1
 : -6%, -13%, -1%
CCc1ccccc1NC(=O)Nc1ccc2c(c1)N(CC)C(=O)c1ccccc1S2
 : -16%, -8%, 5µM*
Cc1cc(C)c(NC(=O)c2ccc3nc(C(C)C)oc3c2)c(C)c1
 : -2%, i, 5%
COc1ccc(OC)c(S(=O)(=O)N2Cc3ccccc3CC2C(=O)Nc2ccc(Cl)cc2)c1 (centres undefined)
 : 2%, i, ?
CCOC(=O)N1CCc2c(sc3c2c(=O)n(-c2ccc(CC)cc2)c(=O)n3CC(=O)c2ccccc2)C1
 : 12%, -23%, 7%
CCC(C(=O)Nc1cccc(C#N)c1)n1nc(-c2ccccc2)ccc1=O (centres undefined)
 : -5%, -48%[inhibitor], -14%
Cc1nc2c(c(C)nn2-c2ccccc2)c(C)c1CCC(=O)NCCc1ccc(Cl)cc1
 : -5%, -12%, 7%
CCOc1ccc(-n2c(C)nc3c(cnn3-c3ccc(C)cc3)c2=O)cc1
 : -12%, -27%, 6%
COc1ccc(-c2onc(C)c2C)cc1S(=O)(=O)NC1CCCCC1
 : -3%, -33%[inhibitor], -20%
CCOC(=O)c1c(C)[nH]c(CCC(=O)Nc2cc(C)ccc2OC)c1C
 : 3%, i, -8%
CCOc1ccc(CNC(=O)c2ccccc2NC(=O)c2nsc3ccccc23)cc1
 : -1%, -22%, 6%
COc1ccc(OC)c(NC(=O)c2cc(=O)c3c(C)cc(C)cc3o2)c1
 : -30%, i, ?

Next part:
structure,GLP1R cytotox,PTHR1 agonist,GLP1R inv ag
CCOc1ccc(CNC(=O)C2CCN(S(=O)(=O)c3ccc4c(ccn4C)c3)CC2)cc1,-3%,-47%[inhibitor],-16%
Cc1noc(-c2ccc(-c3noc(-c4ccccc4)n3)cc2)n1,11%,-8%,8%
CCC(=O)N1CCc2cc(CNC(=O)c3ccc(C#N)cc3)ccc21,0%,i,-1%
Cc1ccccc1Cn1c(=O)n(CC2CCC(C(=O)N3CCC(C)CC3)CC2)c(=O)c2sccc21 (centres undefined),-10%,-28%,?
CC1=C(C(=O)Nc2ccc(F)cc2)C(c2ccc(N(C)C)cc2)NC(=O)N1 (centres undefined),-3%,i,3%
CC(C)c1ccc(S(=O)(=O)c2nnn3c2nc(N2CCN(C)CC2)c2sccc23)cc1,0%,-18%,15%
COc1ccc(OC)c(NC(=O)N(C)CCc2c(C)nn(C)c2C)c1,3%,0%,5%
CCCCn1c2ccccc2c2nnc(SCC(=O)Nc3ccc(NC(C)=O)cc3)nc21,0%,-31%[inhibitor],4%

Structural class: those above with a CF3 group (2)
structure,GLP1R cytotox,PTHR1 agonist,GLP1R inv ag
COc1ccc(-c2nc3scc(CCNS(=O)(=O)c4ccc(F)c(C(F)(F)F)c4)n3n2)cc1OC,-3%,-4%,-15%
Cc1nn(C)c(C)c1CCNC(=O)Nc1ccccc1C(F)(F)F,1%,?,1%

The results go on:
structure,GLP1R cytotox,PTHR1 agonist,GLP1R inv ag
COc1ccccc1CNC(=O)Cn1c(=O)oc2cc(S(=O)(=O)N3CCC(C)CC3)ccc21,-4%,i,?
COc1ccccc1CNc1nc(-c2ccco2)nn1C(=O)c1ccccc1[N+](=O)[O-],-1%,-22%,-18%
CCCCCn1cc2c(c1-c1ccccc1Br)c(=O)n(C)c(=O)n2C,-9%,-1%,?
CC(C)(Oc1ccc(Cl)cc1)C(=O)Nc1nc2ccc(S(C)(=O)=O)cc2s1,-13%,-31%[inhibitor],-22%
O=C1CC(c2ccccc2)Cc2[nH]c(=O)c(C(=O)Nc3ccc(OC(F)(F)F)cc3)cc21 (centres undefined),-14%,?,7%
CCOc1ccccc1C(=O)N(Cc1cc(OC)c(OC)c(OC)c1)c1ccccn1,8%,i,5%
CCc1ccc(NC(=O)CC2C(=O)N(c3ccc(OC)cc3)C(=O)N2Cc2cccs2)cc1 (centres undefined),2%,i,10%
CCN(CC)S(=O)(=O)c1cc(-c2nnc(Nc3ccc(OC)c(C(N)=O)c3)c3ccccc23)ccc1C,-22%,-48%[inhibitor],?

Later entries
structure,GLP1R cytotox,PTHR1 agonist,GLP1R inv ag
CCN1CCN(c2ncc3c(n2)CCN(Cc2ccc(Br)s2)C3)CC1,-18%,14%,3.2µM*
CC(C)n1c(=O)c2oc3ccccc3c2n(Cc2ccccc2F)c1=O,2%,-12%,6%
O=C(NCc1cccs1)c1ccc2c(c1)N(Cc1cccc(F)c1)C(=O)c1ccccc1S2,7%,i,?
COc1ccc(C(=O)Nc2cc(-c3cccc(C)c3)nn2-c2ccccc2)cc1,7%,i,?
Cc1ccc(Nc2cc(C(=O)NCc3cccs3)c3ccccc3n2)c(C)c1,-10%,-16%,2µM*
Cc1ccc(C2=Nc3ccccc3N(CC(=O)NCc3ccc(Cl)cc3)C(=O)C2)cc1C,2%,2%,-16%
Cc1ccccc1CNC(=O)c1cnc2sc(N3CCC(C)CC3)nn2c1=O,4%,i,7%
Cc1ccc(OCCn2c(COc3ccc(Cl)cc3)nc3ccccc32)cc1,-6%,-43%[inhibitor],15%
Cc1ccc(-n2ncc(C(=O)NCCCN3CCc4ccccc4C3)c2C2CCN(C(=O)OC(C)(C)C)CC2)cc1C,8%,i,?
CCOc1ccccc1N(C)C(=O)c1sc2nc3n(c(=O)c2c1C)CCCC3,25%,i,21%
CCOc1ccc(-c2cccc(NS(=O)(=O)c3c(C)cc(C)cc3C)c2)nn1,0%,-20%,?

High-throughput results deposited in PubChem BioAssay by National Center for Advancing Translational Sciences (NCATS).

A portion of the library. The share of hits here may be higher or lower than overall.
